LAP4 TOR yeast = modulators of TOR pathway LAP4-GFP in S. cerevisiae; 320,000 tested, 0.34% active; S. cerevisiae LAP4-GFP multiplex, flow cytometry GFP, 3 h; median GFP as percent of DMSO wells; GFP response vs DMSO, % at 10 µM;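 active = GFP response vs DMSO above a set limit, about the screen mean plus 3 SD, cut at about 150% in these data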
CIT2-GFP yeast = yeast TOR pathway CIT2-GFP modulation; S. cerevisiae CIT2-GFP strain, flow cytometry, 3 h; 100 means same as DMSO wells; GFP response vs DMSO, % at 10 µM; 320,000 tested, 0.065% active;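 active = GFP response relative to DMSO above a set limit, near the screen mean plus 3 SD, cut at about 150% in these data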;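 note: ratio of well median GFP fluorescence to mean of DMSO wells on the plate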
MEP2 TOR yeast = alters MEP2-GFP fluorescence in TOR pathway yeast screen. 330,000 tested, 0.51% active. GFP response vs DMSO, % at 10 µM. S. cerevisiae MEP2-GFP strain, flow cytometry GFP, 3 h; 100% = DMSO control level;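 active = GFP response versus DMSO above a set limit, roughly screen mean plus 3 SD, cut at about 180% in these data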;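 note: median GFP fluorescence of the barcode-gated MEP2-GFP cells per well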
RPL19A-GFP yeast = modulators of TOR pathway RPL19A-GFP in S. cerevisiae; S. cerevisiae RPL19A-GFP strain, flow cytometry, 3 h; stronger effect = lower value; percent response vs DMSO, % at 10 µM; 330,000 tested, 0.3% active;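 active = percent response vs DMSO below 50%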;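 note: median channel GFP fluorescence of the barcoded RPL19A-GFP strain; ratio of sample median GFP to plate DMSO average so 100% = DMSO; lower means less RPL19A-GFP as with rapamycin TOR inhibition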
Efflux pump mplx = blocks antifungal efflux pumps in multiplex yeast assay; AID 485275; S. cerevisiae Candida pump triplex, Nile Red efflux; 330,000 tested, 0.44% active; inhibition, % at 10 µM;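 active = plate passing quality check with inhibition over a set limit, or well fluorescence over plate mean plus 4 SD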;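 note: Nile Red retained in pooled yeast measured as flow cytometry median fluorescence; 0% = buffer negative control and 100% = Enniatin B positive control; higher means more Nile Red kept so more efflux inhibition; some compounds called inactive have numbers as strong as hits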
AHR act = activators of human aryl hydrocarbon receptor; P35869; AHR-responsive luciferase reporter cells, luminescence; activation, % at 5 µM; 320,000 tested, 2.5% active; in the data active = activation above about 47%;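 note: 0% = vehicle wells and 100% = reference agonist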
Target sequence (P35869 whole entry, looked up): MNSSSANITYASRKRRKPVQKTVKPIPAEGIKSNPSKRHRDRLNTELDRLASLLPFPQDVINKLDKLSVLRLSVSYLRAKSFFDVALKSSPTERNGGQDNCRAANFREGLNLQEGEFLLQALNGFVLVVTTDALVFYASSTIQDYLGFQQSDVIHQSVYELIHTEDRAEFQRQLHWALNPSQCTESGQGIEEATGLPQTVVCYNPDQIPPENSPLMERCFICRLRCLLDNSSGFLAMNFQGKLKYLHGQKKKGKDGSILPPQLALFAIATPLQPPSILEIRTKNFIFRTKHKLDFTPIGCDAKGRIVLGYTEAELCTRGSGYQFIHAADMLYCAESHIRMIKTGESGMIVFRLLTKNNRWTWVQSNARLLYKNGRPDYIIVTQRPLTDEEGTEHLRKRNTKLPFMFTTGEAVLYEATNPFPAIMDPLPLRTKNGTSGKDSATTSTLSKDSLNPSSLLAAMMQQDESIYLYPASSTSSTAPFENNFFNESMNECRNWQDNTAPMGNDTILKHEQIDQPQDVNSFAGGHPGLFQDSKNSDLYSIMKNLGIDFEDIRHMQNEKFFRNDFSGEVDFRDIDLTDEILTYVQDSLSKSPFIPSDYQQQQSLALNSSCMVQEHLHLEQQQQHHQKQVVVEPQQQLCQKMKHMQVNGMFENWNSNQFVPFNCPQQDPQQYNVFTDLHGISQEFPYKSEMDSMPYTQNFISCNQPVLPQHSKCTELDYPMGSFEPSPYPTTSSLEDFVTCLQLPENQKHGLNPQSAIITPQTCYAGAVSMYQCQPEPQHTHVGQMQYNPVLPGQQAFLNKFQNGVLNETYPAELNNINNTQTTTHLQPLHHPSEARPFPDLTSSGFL
AGP1-GFP MLPCN = modulators of TOR pathway AGP1-GFP in S. cerevisiae | S. cerevisiae AGP1-GFP multiplex flow cytometry, 3 h; GFP as percent of DMSO wells | GFP response vs DMSO, % at 10 µM | 320,000 tested, 0.02% active;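 active = GFP response relative to DMSO above a set limit, near screen average plus 3 SD, cut at about 150% in these data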;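 note: median GFP channel fluorescence of the gated AGP1 strain per well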
CR mimetic SO = yeast age-related superoxide inhibition as caloric restriction mimetic | AID 2690 | 330,000 tested, 0.18% active | superoxide response (% of plate mean), % at 10 µM | S. cerevisiae aged cells, superoxide DHE fluorescence; stronger effect = lower value;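 active = superoxide response under a set limit, about three screen SD below normal, cut at about 65% in these data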;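 note: yeast aged for seven days with compound at 30 °C before DHE staining; 100% = average MFI of all compound-treated wells on the plate with controls excluded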
The depositor's hits bear a star; nt = not tested or not shown.

The line under a structure holds: LAP4 TOR yeast | CIT2-GFP yeast | MEP2 TOR yeast | RPL19A-GFP yeast | Efflux pump mplx | AHR act | AGP1-GFP MLPCN | CR mimetic SO
- Cc1ccc(C(=O)N2N=C(c3cccc(NS(C)(=O)=O)c3)CC2c2cccs2)cc1 (configuration not stated)
    94 | 98 | 102 | 103 | 0.0 | 0 | 97 | 102
- Cn1nc(C(=O)NCc2ccccn2)c2ccccc2c1=O
    100 | 100 | 104 | 99 | -0.1 | 1 | 102 | 95
- COc1ccc(S(=O)(=O)N2CCCC(C(=O)N3CCN(C)CC3)C2)cc1Cl (configuration not stated)
    90 | nt | 110 | 120 | 0.1 | 3 | 101 | 105
- O=C(Nc1ccc(-c2ccccc2)cc1)c1ccco1
    106 | 102 | 108 | 98 | -0.1 | 0 | 106 | 96
- COc1ccc(N/N=C(/C(N)=O)C2=NC(C)(C)Cc3ccccc32)cc1
    92 | 103 | 104 | 101 | -0.1 | 44 | 93 | 98
- COc1ccc(CCNC(=O)COC(=O)C2CC2)cc1
    107 | 96 | 95 | 95 | 0.0 | 9 | 102 | 110
- O=C(O)COc1ccc(NC(=O)c2ccc(NC(=O)c3ccco3)cc2)cc1
    91 | nt | 98 | 92 | 0.1 | -3 | 92 | 88
- CC1=CN2C(=N)/C(=C/c3ccc(Sc4ccc(C)cc4)o3)C(=O)N=C2S1
    100 | 105 | 108 | 107 | 0.2 | 10 | 110 | 122
- Cc1sc2ncnc(N3CCC(C(=O)N(C)CC(=O)Nc4ccc(Cl)c(C(F)(F)F)c4)CC3)c2c1C
    106 | 104 | 100 | 97 | 0.0 | -2 | 102 | 67
- CCc1ccccc1-n1c(SCC(=O)NC)nnc1-c1cccnc1
    88 | 87 | 96 | 93 | 0.1 | -1 | 90 | 101
- CCOC(=O)c1c(S(=O)(=O)N2c3ccccc3CC2C)c(C)n(C)c1C (configuration not stated)
    96 | 101 | 102 | 98 | -0.1 | 4 | 105 | 88
- NC(=O)CSc1nc(O)cc(=O)n1-c1ccccc1
    102 | 98 | 108 | 102 | 0.1 | 1 | 103 | 90
- COc1ccc(C2N(c3ccc(Cl)cc3)N=C(C(C)=O)N(C)N2C(C)=O)cc1 (configuration not stated)
    143 | 119 | 240* | 81 | 0.1 | 7 | 108 | 97
- CN(C)S(=O)(=O)c1cccc(NC(=O)COC(=O)CCC(=O)c2ccc(F)cc2)c1
    98 | 93 | 98 | 96 | 0.2 | -2 | 95 | 85
- Cc1csc(/C(=N/OC(=O)c2ccco2)C(N)=O)n1
    100 | 103 | 101 | 102 | 0.2 | 0 | 99 | 101
- CN(CC(=O)Nc1c(Cl)cccc1Cl)C(=O)CNC(=O)C1CCCCC1
    74 | 115 | 98 | 102 | 0.0 | 4 | 92 | 97
- Cc1ncccc1C(=O)N1CCCC(C(=O)c2ccc3c4c(cccc24)CC3)C1 (configuration not stated)
    95 | 103 | 107 | 101 | 0.0 | 15 | 103 | 97
- COCCCNC(=S)N/N=C/c1ccc2c(c1)OCO2
    95 | 95 | 95 | 95 | 0.0 | 43 | 104 | 89
- CSc1ccc(/C=N/NC(=O)COc2ccc(Br)cc2Cl)cc1
    88 | 94 | 98 | 97 | 0.0 | 5 | 92 | 115
- Cc1cccc(-n2ncc3c2CCCC3NC(=O)CN2CCOC2=O)c1C (configuration not stated)
    98 | 105 | 101 | 102 | 0.1 | 0 | 102 | 99
- O=c1c(-c2ccccc2)c[nH]n1-c1cccc([N+](=O)[O-])c1
    108 | 106 | 113 | 107 | 1.0* | 2 | 109 | 104
- CC(C)(C)c1ccc(C(=O)NNC(=O)C(=O)N2CCCCC2)cc1
    93 | 103 | 95 | 92 | -0.2 | 2 | 94 | 91
- Cc1ccc(-n2c(CNc3cccc(Cl)c3)n[nH]c2=S)cc1
    93 | 101 | 101 | 106 | 0.2 | 6 | 105 | 93
- COc1ccccc1CNC(=O)CCS(=O)(=O)c1cccs1
    100 | 90 | 91 | 93 | 0.1 | 9 | 92 | 88
- CC1(CCCN2C(=O)c3ccccc3C2=O)OCCO1
    110 | 93 | 100 | 94 | 0.4 | 0 | 99 | 92
- O=C(/C=C/c1ccc(OCCCF)cc1)Nc1ccnc(-c2cccnc2)n1
    111 | 94 | 89 | 93 | -0.1 | -3 | 90 | 104
- C=C1CCN([C@@H](CC(C)C)C(=O)NCc2ccc(Cl)c(Cl)c2)S(=O)(=O)c2ccccc21
    109 | 92 | 95 | 99 | 0.1 | 1 | 89 | 99
- CCOc1cc(C(c2c(C)[nH][nH]c2=O)c2c(C)[nH][nH]c2=O)cc(Br)c1OC
    95 | 105 | 109 | 103 | -0.1 | 1 | 103 | 100
- COc1ccc2c(OC)cc(-c3ccccc3)nc2c1
    105 | 108 | 109 | 111 | -0.1 | 70* | nt | 104
- O=C(CSc1nnc2ccccn12)NNC(=O)c1ccc(Cl)cc1
    102 | 100 | 100 | 104 | 0.2 | 0 | 99 | 125
- c1ccc(SCc2nc(-c3ccncc3)n[nH]2)nc1
    108 | 97 | 102 | 99 | -0.2 | 2 | 103 | 101
- CCOc1cc(/C=N/NC(=O)c2cccnc2)cc(Br)c1OCC(N)=O
    90 | 99 | 97 | 101 | 0.0 | 20 | 98 | 109
- CCn1c(SCC(=O)c2ccc(O)c(O)c2)nnc1-c1ccccc1OC
    101 | 98 | 104 | 100 | 0.1 | 16 | 101 | 113
- COc1cc(CNc2ccc3[nH]c(=O)[nH]c3c2)ccc1OCc1c(F)cccc1Cl
    85 | 103 | 101 | 100 | -0.1 | nt | 95 | 96
- Cc1ccc(C2=C/C(=C\c3cccnc3)C(=O)O2)cc1
    100 | 106 | 99 | 103 | 0.1 | 1 | 98 | 112
- CCOc1ccc2nc(COC(=O)c3ccncc3)c(C(=O)c3ccccc3)[n+]([O-])c2c1
    119 | 102 | 105 | 105 | -0.1 | 2 | 117 | 99
- CCOc1ccc(Oc2ccc(S(=O)(=O)N3CCOCC3)cc2NC(=O)CCNC(C)=O)cc1
    100 | 100 | 101 | 100 | -0.3 | -1 | 102 | 98
- C[C@H](NCCc1ccc(O)cc1)[C@H](O)c1ccc(O)cc1
    105 | 82 | 100 | 100 | 0.0 | -5 | 87 | 104
- CCOC(=O)N1CCN(C(=O)CSc2ccc3nnc(-c4cccnc4)n3n2)CC1
    102 | 101 | 107 | 106 | 0.0 | -1 | 104 | 93
- COc1ccc(C(=O)c2ccccc2)cc1Br
    124 | 90 | 97 | 98 | 0.0 | -4 | 98 | 92
- COc1ccc(/C=C(/NC(=O)/C=C/c2ccccc2)C(=O)N2CCOCC2)cc1
    104 | 106 | 107 | 107 | 0.0 | 0 | 110 | 98
- COc1ccc(N(Cc2cc3cccc(C)c3[nH]c2=O)S(C)(=O)=O)cc1
    98 | 95 | 102 | 101 | 0.0 | 14 | 101 | 102
- COc1ccc(NC(=O)C(=O)N/N=C/c2cccnc2)cc1
    102 | 103 | 95 | 99 | -0.2 | 2 | 105 | 90
- COC(=O)c1ccc(CN2CCC(CO)(Cc3ccccc3Cl)CC2)cc1
    103 | 104 | 98 | 94 | 0.0 | 8 | 101 | 113
- CCc1c(C)nc(SCc2cccnc2)[nH]c1=O
    105 | 103 | 104 | 102 | 0.1 | 2 | 106 | 97
- CC(=C\C(=O)O)/C(=C/c1ccccc1)C(=O)O
    101 | 97 | 99 | 101 | 0.0 | 0 | 97 | 100
- CCN(CC)C(=O)c1cccc(NC(=O)CC23CC4CC(CC(C4)C2)C3)c1
    85 | 120 | 111 | 95 | -0.2 | -2 | 94 | 102
- S=C(NCc1ccccc1Cl)NC1CCCC1
    89 | 102 | 101 | 103 | -0.3 | -1 | 99 | 92
- CCOc1ccccc1N1C(=O)CC(Sc2ncccc2C(=O)O)C1=O (configuration not stated)
    104 | 101 | 101 | 99 | -0.1 | -1 | 102 | 88
- COCCCNC(=O)c1ccc(CS(=O)(=O)c2ccccc2OC)o1
    91 | 94 | 90 | 93 | -0.1 | -1 | 94 | 97

Next section.
The line under a structure holds: LAP4 TOR yeast | CIT2-GFP yeast | MEP2 TOR yeast | RPL19A-GFP yeast | Efflux pump mplx | AHR act | AGP1-GFP MLPCN | CR mimetic SO
- Cc1scc(C(=O)N2CCN(c3ccc(Cl)cc3)CC2)c1C
    122 | 81 | 102 | 97 | 0.2 | -2 | 92 | 117
- O=C(COC(=O)/C=C/c1ccc(OC(F)F)cc1)Nc1ccc2[nH]c(=O)[nH]c2c1
    113 | 100 | 117 | 101 | 0.1 | -1 | 104 | 83
- CC(C)NC(=O)C1CCN(S(=O)(=O)c2ccc(N3CCCC3=O)cc2)CC1
    96 | 113 | 114 | 107 | -0.1 | -3 | 113 | 90
- CCC(OC(=O)C(NC(=O)c1ccccc1)c1ccccc1)C(=O)Nc1cc(C)on1 (configuration not stated)
    104 | 102 | 102 | 97 | 0.1 | -6 | 99 | 96
- COc1ccc(CC(=O)NCc2nnc(SCC(=O)Nc3nccs3)n2C)cc1
    106 | 100 | 92 | 91 | -0.2 | 1 | 96 | 70
- CC(=O)Nc1ccc(C2=NN(CC#N)C(=O)SC2)cc1
    96 | 102 | 100 | 97 | -0.1 | 2 | 99 | 85
- COc1cc(C(=O)N2CCN(c3cccc(C)c3C)CC2)cc(OC)c1OC
    88 | 105 | 100 | 99 | 0.0 | 0 | 102 | 110
- Cc1noc(C)c1S(=O)(=O)N1CCCC(C(=O)NCC2CCCO2)C1 (configuration not stated)
    86 | 91 | 92 | 95 | 0.2 | 1 | 93 | 110
- CC(C)(C)c1ccc(Oc2ccc(NC(=O)c3ccccc3C(=O)O)cn2)cc1
    95 | 97 | 85 | 93 | -0.1 | -9 | 101 | 118
- CCN(CC)CCNC(=O)CCn1nc(-c2ccc(Cl)cc2)ccc1=O
    99 | 109 | 108 | 105 | -0.1 | 3 | 101 | 103
- C[C@H](CO)N1C[C@H](C)[C@@H](CN(C)S(=O)(=O)c2cccs2)Oc2ccc(NC(=O)NC3CCCCC3)cc2C1=O
    91 | 75 | 113 | 98 | 0.2 | -1 | 48 | 107
- NC(=O)c1cc(S(=O)(=O)Nc2cccc(Cl)c2)cs1
    97 | 97 | 111 | 97 | -0.1 | 0 | 93 | 89
- Cc1ccc(NC(=O)C2C3CCC(O3)C2C(=O)O)c(Br)c1 (configuration not stated)
    100 | 106 | 107 | 108 | 0.0 | -1 | 104 | 102
- Cc1ccc2c(c1)c1nnc(SCC(=O)Nc3ccc(N(C)C)cc3)nc1n2CC(=O)O
    89 | 105 | 103 | 106 | 0.0 | 11 | 109 | 100
- O=C(Nc1cccn2ncnc12)C(Cl)Cl
    112 | 106 | 109 | 103 | 0.2 | 3 | 104 | 98
- COC(=O)CN1C(=O)[C@H]2[C@@H](c3ccc(C)o3)N3C(=O)CN(CCO)C(=O)[C@@]3(Cc3ccccc3)[C@H]2C1=O
    102 | 86 | 92 | 99 | -0.1 | 1 | 92 | 94
- CN1C(=O)/C(=C/c2ccccc2F)Sc2ccc(C(=O)N3CCCC3)cc21
    112 | 88 | 103 | 96 | 0.1 | 3 | 94 | 112
- CC(C)(C)C1CCc2c(C(=O)NNC(=O)CCCC(=O)O)csc2C1 (configuration not stated)
    89 | 98 | 99 | 90 | 0.0 | -1 | 90 | 93
- COc1ccc(NC(=O)CC2C(=O)N(c3ccc(F)cc3)C(=S)N2NC(=O)c2ccc(Cl)cc2)cc1 (configuration not stated)
    96 | 95 | 103 | 102 | -0.4 | 0 | 100 | 91
